Screening data (PubChem BioAssay)
K1F lysis inhibition: protection from phage-mediated lysis, alamar blue read-out – E. coli UTI89, K1F phage, bacterial capsule biogenesis inhibitors (AID 488966); E. coli UTI89 K1F phage lysis, alamar blue, 2 h; higher % means a stronger effect; one-dose inhibition, % at 100 µM; IC50 in µM for titrated hits; hit rate 0.02% among 340,000;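 active = phage lysis inhibition, versus mean bacterial control, above a set limit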;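 note: capsule biogenesis inhibitors block K1F phage lysis so surviving cells raise fluorescence; higher fluorescence means more inhibition of phage lysis; actives were called in the ten point dose series up to 300 µM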
An asterisk follows results filed as active; [ ] = another dose, or the depositor's remark. Some of the compounds tested (hit frequency here may not be typical).

| Compound | K1F lysis inhibition |
| --- | --- |
| CC(NC(=O)c1ccc(NC(=O)CC2SC(N3CCCC3)=NC2=O)cc1)c1ccccc1 (stereo not given) | 0.5%[50 µM] |
| O=C(O)/C(=C\c1ccc(Br)cc1)NC(=O)c1cccs1 | 0.0% |
| Cc1ccc(S(=O)(=O)N2CCN(C(=O)CCCOc3cccc(C)c3)CC2)cc1 | -0.3%[50 µM] |
| CCCC1C(=O)Nc2ccccc2N1C(=O)c1ccc(C(C)(C)C)cc1 (stereo not given) | 0.4% |
| NC(=O)CC1C(=O)N(c2ccc(Cl)cc2)C(=S)N1NC(=O)c1cccc(F)c1 (stereo not given) | 0.7% |
| Cc1ccccc1OCCC(=O)Nc1ccccc1C(=O)NC1CC1 | 0.6%[50 µM] |
| O=C(Nc1ccnn1C1CCN(CC(O)CO)CC1)C1CCCC1 (stereo not given) | 0.4% |
| O=C(c1ccccc1Cl)N1CCN(Cc2ccc3c(c2)OCO3)CC1 | -0.9% |
| COc1ccc(Cl)cc1NC(=O)CN(C)C(=O)CCNC(=O)c1ccccc1OC | 0.3%[50 µM] |
| Cc1cc(C)n2nc(C(=O)OC(C)C(=O)c3cc(C)c(C)cc3C)nc2n1 (stereo not given) | 0.9%[50 µM] |
| O=S(=O)(NC1CC2CCC1C2)c1ccc(Cl)cc1 (stereo not given) | 2.5% |
| O=C(COc1ccc2ccc(=O)oc2c1)N1CCN(c2ccc(F)cc2)CC1 | 0.2% |
| COc1ccc(C(=O)Nc2cccc(S(=O)(=O)NC3=NCCC3)c2)cc1OC | 0.3%[50 µM] |
| COc1ccc(NC(=O)CNC(=O)Cn2cnc3sc(C)c(C)c3c2=O)cc1OC | 0.0% |
| O=C(CCl)N1CCN(C(=O)C2COc3ccccc3O2)CC1 (stereo not given) | -2.0% |
| Cc1cc2oc(=O)cc(Cn3ccnc3)c2cc1O | 1.7%[50 µM] |
| O=C(Nc1cccc(F)c1)C1CCCCC1 | 6.6% |
| C=CCn1c(=O)c2c(nc3n2CC(C)CN3Cc2ccccc2)n(C)c1=O (stereo not given) | -0.2% |
| CCN(CC(=O)N1CCOCC1)S(=O)(=O)c1ccccc1 | -0.2% |
| COCCn1c(SCc2ccc(OC)c(F)c2)nnc1-c1ccncc1 | 0.3% |
| Cc1ccc(C(C)NC(=S)NC2CCCCC2)cc1C (stereo not given) | 0.1% |
| COc1cc(/C=C2/SC(=S)N(CC(=O)O)C2=O)ccc1OC(=O)c1ccco1 | -0.5% |
| Cc1ccc(-c2cc(C(=O)N3CCOCC3)c3ccccc3n2)o1 | -0.8% |
| O=C1OCCN1C(=O)[C@H]1[C@H](c2ccccc2)C(c2ccc(F)cc2)=NN1c1ccc(Br)cc1 | 0.0% |
| O=C(N/N=C/c1cccnc1)c1ccc(Cl)c(Cl)c1 | 0.9% |
| COc1ccc(-n2c(=S)[nH]c3cc(C(=O)Nc4cc(C(N)=O)ccc4OC)ccc3c2=O)c(OC)c1 | 0.2% |
| O=C1c2ccccc2NC(c2ccccc2O)N1c1ccc(F)cc1 (stereo not given) | -0.2% |
| Cc1cccc(NC(=O)CN(C)C(=O)C2CCCC2)c1C | 0.1%[50 µM] |
| O=C(Nc1ccc(C(F)(F)F)cc1)c1ccc(NC(=O)C2CCCO2)cc1 (stereo not given) | -0.2% |
| CC(=O)O[C@@H](C[C@@H](C)C1=C2C[C@H](O)C3[C@@]4(C)CCC(=O)C(C)(C)C4CC[C@]3(C)[C@@]2(C)CC1)[C@H]1OC1(C)C (stereo not given in full) | 0.1% |
| CCc1cccc(NC(=O)CSc2nnc(Cc3ccc(OC)cc3)c(=O)[nH]2)c1 | 0.3%[50 µM] |
| N#Cc1ccsc1NC(=O)C1CCN(C(=O)c2ccc(Cl)cc2)CC1 | 1.2%[50 µM] |
| COc1cc(CN(C)c2ncnc3sccc23)ccc1OC(F)F | -1.8% |
| O=C(COC(=O)CNC(=O)c1cccc(OC(F)F)c1)NCc1ccc2c(c1)OCO2 | 0.7%[50 µM] |
| COc1ccc(-c2cc(C)no2)cc1S(=O)(=O)NCCCN1CCCCCC1 | 0.0% |
| Cc1cccc(C(C)C)c1NC(=O)Cc1ccc(S(=O)(=O)N2CCOCC2)s1 | 1.6%[50 µM] |
| Cc1nn2cnnc2c(C)c1Cc1ccc(Cl)cc1 | 0.2% |
| COc1ccc2oc(C(=O)OCc3nnc(-c4ccccc4)o3)c(C)c2c1 | 0.7%[50 µM] |
| O=C(Nc1ccc2c(c1)OCO2)C1CC1(Cl)Cl (stereo not given) | 1.5%[50 µM] |
| Cc1noc(C)c1C(=O)Nc1cc(Cl)ccc1N1CCOCC1 | -0.2%[50 µM] |
| COc1cccc(C2(C)NC(=O)N(CC(=O)Nc3ccc(N4CCOCC4)cc3)C2=O)c1 (stereo not given) | -2.5% |
| O=C(CCC(=O)c1cccs1)NCc1cccc(C(F)(F)F)c1 | 0.9%[50 µM] |
| O=C(CCNC(=O)c1ccc(Br)cc1)NCc1cccnc1 | -1.2% |
| Cc1ccc(SCC(=O)OCC(=O)N(CC(C)C)C2CCS(=O)(=O)C2)cc1C (stereo not given) | 0.5%[50 µM] |
| Cc1ccc(NC(=O)c2ncn(CCCNCCCN(C)C)n2)cc1C | -0.1% |
| CCN1CCN(CC(=O)Nc2nc3ccc(C)cc3s2)CC1 | 0.0% |
| Cc1ccc(-c2nc(CS(=O)CC(=O)NCCCc3ccccc3)c(C)o2)cc1 (stereo not given) | 0.1% |
| O=C(CSc1nnnn1-c1ccccc1)NC(=O)Cc1ccccc1 | 0.6%[50 µM] |
| O=C(CC(C(=O)O)c1cccc(Cl)c1Cl)c1ccccc1 (stereo not given) | 0.1% |
| CCn1cnc2cc(NS(=O)(=O)c3ccc(OC)c(OC)c3)ccc21 | 0.2% |
| O=C(Nc1cccc(NC(=O)c2c(F)cccc2F)n1)c1c(F)cccc1F | 0.3% |
| O=C(COC(=O)c1ccccc1SCC(=O)N1CCCC1)Nc1ccccc1C(F)(F)F | -0.3% |
| CC(=O)Nc1ccc(C(=O)NCC2(N3CCCCC3)CCCCC2)cc1 | 0.5%[50 µM] |
| CCOC(=O)C1=C(C)N(C[C@@H]2CC[C@@H](Cc3ccc(-c4ccccc4)cc3)O2)C(=O)NC1C1CC1 (stereo not given in full) | 0.1% |
| NC(=O)COC(=O)c1ccc2noc(-c3ccccc3)c2c1 | 0.2% |
| O=C(O)c1cccnc1C(=O)c1ccccc1 | 1.5% |
| O=C(Nc1ccncc1)C1CCN(S(=O)(=O)c2ccc(Cl)c(C(F)(F)F)c2)CC1 | 1.4%[50 µM] |
| COc1ccc(OC)c(NC(=O)CSc2ncnc3sc(C)cc23)c1 | -0.1% |
| COc1ccc([C@@H]2[C@@H]3C(=O)N(C(C)(C)C)C(=O)[C@@H]3[C@]3(Cc4ccccc4)C(=O)N(c4ccc(C(F)(F)F)cc4)C(=O)N23)cc1 | 2.7% |
| COc1cc(C(=O)NCc2nnc(SCC(=O)N3CCCC3)o2)cc(OC)c1OC | 0.3% |

Reprinted at random: 6 compounds from above, in no set order.
| Compound | K1F lysis inhibition |
| --- | --- |
| Cc1ccc(-c2nc(CS(=O)CC(=O)NCCCc3ccccc3)c(C)o2)cc1 (stereo not given) | 0.1% |
| COc1cc(CN(C)c2ncnc3sccc23)ccc1OC(F)F | -1.8% |
| O=C(CCC(=O)c1cccs1)NCc1cccc(C(F)(F)F)c1 | 0.9%[50 µM] |
| COc1ccc(-c2cc(C)no2)cc1S(=O)(=O)NCCCN1CCCCCC1 | 0.0% |
| O=C(O)c1cccnc1C(=O)c1ccccc1 | 1.5% |
| CCc1cccc(NC(=O)CSc2nnc(Cc3ccc(OC)cc3)c(=O)[nH]2)c1 | 0.3%[50 µM] |

As entered above.
For K1F lysis inhibition, COc1ccc(Cl)cc1NC(=O)CN(C)C(=O)CCNC(=O)c1ccccc1OC has the entry 0.3%[50 µM]
For K1F lysis inhibition, Cc1ccc(SCC(=O)OCC(=O)N(CC(C)C)C2CCS(=O)(=O)C2)cc1C (stereo not given) has the entry 0.5%[50 µM]

The list goes on.
| Compound | K1F lysis inhibition |
| --- | --- |
| CC(=O)Nc1ccc(NC(=O)C(C)Sc2nnc(C3CC3)n2-c2ccccc2)cc1 (stereo not given) | 0.0%[50 µM] |
| CCc1ccc(C(=O)C[n+]2cccc3cc(OC)ccc32)cc1 | 1.4% |
| CC1CCc2sc(C(=O)NNS(=O)(=O)c3ccc(F)c(F)c3F)cc2C1 (stereo not given) | -0.3%[50 µM] |
| CCOC(=O)C1=C(CCc2ccccc2)NC(=O)NC1c1ccc(C#N)cc1 (stereo not given) | 1.6% |
| CN(Cc1ccccc1)S(=O)(=O)c1nnc(NC(=O)c2ccccc2F)s1 | 0.1% |
| COc1ncccc1C(=O)NC1CCCc2c1cnn2-c1ccc(C)c(C)c1 (stereo not given) | 0.4% |
| COc1ccc(S(=O)(=O)N(C)C[C@H]2Oc3c(NC(=O)Nc4ccc(C(F)(F)F)cc4)cccc3C(=O)N([C@H](C)CO)C[C@@H]2C)cc1 | -7.2% |
| O=C(Nc1ccccc1-c1ccccc1)c1ccccc1[N+](=O)[O-] | 0.2% |
| COc1cc(OC)c(OC)cc1CN1CCSCC1 | -0.8% |
| O=C(Cc1c(F)cccc1Cl)Nc1ccc(S(=O)(=O)N2CCCC2)cc1 | 1.6% |
| COc1cc(C(=O)NC(C)C2CC3CCC2C3)cc(OC)c1OC (stereo not given) | 0.1% |
| O=C(Nc1nc(-c2ccccn2)cs1)c1cccc(S(=O)(=O)N2CCOCC2)c1 | 3.7% |
| Cc1ccccc1C(=O)Nc1ccnn1C1CCN(Cc2ccccn2)CC1 | 1.2%[50 µM] |
| COc1cc(-n2c(C)nc3cc(C(=O)NCC4CCCO4)ccc32)cc(OC)c1OC (stereo not given) | 0.2% |
| CC1CCC2(CC1)NC(=O)N(CC(=O)Nc1ccc3[nH]c(=O)[nH]c3c1)C2=O (stereo not given) | 0.8%[50 µM] |
| Cc1sc2ncnc(N3CCC(C(=O)NNC(=O)COc4ccccc4F)CC3)c2c1C | 0.4%[50 µM] |
| CCOc1ccc(-c2c(=O)n(OCc3ccc([N+](=O)[O-])cc3)c3ccccc3[n+]2[O-])c(OCC)c1 | 0.1% |
| CSc1nsc(NC(=O)Nc2ccccc2)n1 | 4.8% |
| CCOc1cc(CNCCCN2CCOCC2)cc(Cl)c1OCC(=O)NC(C)(C)C | 0.2% |
| Cc1ccc(C)c(NC(=O)CN2C(=O)NC(CCc3ccccc3)C2=O)c1 (stereo not given) | -2.4% |
| O=C(Nc1ccccc1F)C1CCN(C(=O)NC2CCCCC2)CC1 | 0.3% |
| OCCCNc1nc(-c2ccccc2)c2cc(Br)ccc2n1 | -0.2% |
| COc1cccc(OC)c1C(=O)Nc1cc2c(cc1N1CCOCC1)n(C)c(=O)n2C | 0.0% |
| COc1ccccc1-c1nnc(SCC(=O)N2CCCCC2)o1 | 0.1% |
| C1=C(c2ccco2)N2CCN=C2S1 | 0.1% |
| O=C(CNC(=O)c1ccc(OC(F)F)cc1)NCC1(N2CCOCC2)CCCCC1 | 1.2%[50 µM] |
| COC(=O)C1CCCN1S(=O)(=O)c1ccccc1NC(=O)c1cc(OC)c(OC)c(OC)c1 (stereo not given) | 0.2% |
| O=C(N/C(=C/c1cccc([N+](=O)[O-])c1)C(=O)N1CCOCC1)c1ccc(Br)cc1 | -1.6%[50 µM] |
| COc1ccccc1C1=NOC(C)(c2nnc(-c3cccc(Cl)c3)o2)C1 (stereo not given) | 0.6% |
| COc1cc(OC)c(-c2oc3ccccc3c(=O)c2O)c(OC)c1 | -2.2% |
| CN(C)S(=O)(=O)c1cccc(NC(=O)c2sccc2-c2ccccc2)c1 | 0.2% |
| COc1ccc(C(=O)N/N=C/c2cccnc2)cc1 | 0.0% |
| Cc1cc(C)c(NC(=O)CSCc2nc3sc(C)c(C)c3c(=O)[nH]2)c(Cl)c1 | -0.5% |
| COc1ccc(S(=O)(=O)/C(C#N)=C/Nc2cccc(OC)c2)cc1 | -0.1% |
| Cc1ccc(-c2nc(-c3ccncc3)no2)cc1Cl | -0.1% |
| Cc1ccccc1CSCC(=O)Nc1ccccc1Br | -0.3% |
| Cc1ccc(C(=O)NCc2ccco2)c(C)c1 | 0.0% |
| COc1cc(C(=O)NCCC(=O)NC2CCCc3ccccc32)cc(OC)c1OC (stereo not given) | 0.9% |
| CCn1c(SCC(=O)N2CCC(C)CC2)nc2c(c1=O)SCC2 | 0.6%[50 µM] |
| COc1ccc(NC(=O)C2Cc3cc(S(=O)(=O)N4CCCCC4)ccc3N2C(C)=O)cc1Cl (stereo not given) | 0.3% |
| Cc1ccc(Oc2ccc(NC(=O)C3=CC=CN4CCS(=O)(=O)N=C34)cc2)cc1 | -0.4%[50 µM] |
| CC(C)(C)c1ccc(C(=O)NCC(=O)NCc2ccccn2)cc1 | 0.4%[50 µM] |
| COc1ccc(C(C)NC(=S)NCc2ccc(F)cc2)cc1OC (stereo not given) | 0.3% |
| COc1cc(OC)cc(C(=O)NNC(=O)c2cc3ccccc3cc2O)c1 | 1.5%[50 µM] |
| CCOc1ccc(NC(=O)CN(C)C(=O)CCNC(=O)c2ccccc2Cl)cc1OCC | 1.3%[50 µM] |
| Cc1ccc(NC(=O)CN2CCC(NC(=O)c3cccc(F)c3)CC2)cc1C | 1.1% |
| CSc1ccc(C(=O)N2CCC(CCC(=O)NCc3ccc(F)cc3)CC2)cc1 | 1.8% |
| COc1ccccc1NC(=O)NCc1ccc(C)n1C | 0.3% |
| O=C(COC(=O)C12CC3CC(CC(Cl)(C3)C1)C2)Nc1ccc2[nH]c(=O)[nH]c2c1 | 0.1%[50 µM] |
| COc1ccc(NC(=O)c2sc3nc(N4CCCC4)c4c(c3c2N)CC(C)(C)OC4)c(OC)c1 | 0.1% |
| CC(C)c1nnc(NC(=O)CCc2ccccc2)s1 | 0.3% |
| COc1cc(C(=O)Nc2ccc(C)cc2)c2ccccc2n1 | 0.0% |
| COc1ccc(OC)c(S(=O)(=O)N/N=C\c2c[nH]c3ccccc23)c1 | 1.6%[50 µM] |
| Cc1cccc(C)c1OCC(N)C(C)C (stereo not given) | 1.5% |
| Cc1cn([C@H](C(=O)NCCCCCCCCCCC(=O)N2CCN(C(=O)OC(C)(C)C)CC2)[C@@H](C)O)nn1 | 0.7% |
